Assay outcomes as filed in PubChem.
VLA-4 inh: inhibition in a human VLA-4 binding assay; P13612; VLA-4 expressing cells, ligand binding flow cytometry; inhibition, % (about 7 µM as worked out from the volumes in the protocol); 330,000 compounds, 0.2% hits; AID 2557; in the data active = inhibition above about 50%
MCL1 BIM primary: inhibitors of human MCL1 binding to BIM-BH3 peptide; Q07820; GST-MCL1 / FITC-Bim-BH3 fluorescence polarization; AID 2057; 320,000 compounds, 0.68% hits; inhibition, % at 10.9 µM;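 active = inhibition above the mean inhibition of all tested compounds plus 3 SD, set per campaign, cut at about 40% in these data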;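 also: 0% = DMSO wells and 100% = unlabeled Bim-BH3 peptide control; higher means more loss of mP so more displacement of Bim peptide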
Target sequence (Q07820 whole entry, looked up): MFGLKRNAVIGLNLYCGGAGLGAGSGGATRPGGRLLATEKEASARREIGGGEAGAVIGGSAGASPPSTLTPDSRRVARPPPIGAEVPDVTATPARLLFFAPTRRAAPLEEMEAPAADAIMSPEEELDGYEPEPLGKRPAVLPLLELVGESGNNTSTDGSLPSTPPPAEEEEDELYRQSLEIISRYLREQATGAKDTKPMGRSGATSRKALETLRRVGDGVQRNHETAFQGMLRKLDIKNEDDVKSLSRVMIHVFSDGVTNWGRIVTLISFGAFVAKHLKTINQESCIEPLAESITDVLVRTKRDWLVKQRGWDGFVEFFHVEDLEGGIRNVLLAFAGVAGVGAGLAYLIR
CIT2-GFP yeast: alters CIT2-GFP fluorescence in TOR pathway yeast screen; S. cerevisiae CIT2-GFP strain, flow cytometry, 3 h; 100 means same as DMSO wells; GFP response vs DMSO, % at 10 µM; 320,000 compounds, 0.065% hits; AID 2029;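 active = GFP response relative to DMSO above a set limit, near the screen mean plus 3 SD, cut at about 150% in these data; inconclusive = Fewer than 70 cells measured for a yeast strain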;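 also: ratio of well median GFP fluorescence to mean of DMSO wells on the plate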
GLD-1 RNA inh: GLD-1-TGE RNA interaction inhibition (C. elegans); purified GLD-1 + fluorescein TGE RNA, fluorescence polarization; AID 2280; Q17339; inhibition, % at 5.96 µM; 320,000 compounds, 0.44% hits;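 active = percent inhibition above a per-plate cutoff, the plate mean of test compounds plus 3 SD, cut at about 30% in these data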;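 also: 0% = DMSO wells with GLD-1 and probe and 100% = wells lacking GLD-1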
GRK2 inh: blocks RNA aptamer binding to human GRK2; P25098; bead flow cytometry, FAM-aptamer displacement from GRK2; inhibition of aptamer binding, % at 10 µM; 330,000 compounds, 0.59% hits; AID 488847;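 active = inhibition of aptamer binding above 40%, roughly 3 SD of noise, on plates passing a quality check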;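 also: median bead fluorescence of bound FAM aptamer so fluorescent compounds give negative values; no value below 0 was filed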
Yeast superoxide: caloric restriction mimetics inhibiting age-related superoxide in yeast | S. cerevisiae aged cells, superoxide DHE fluorescence; stronger effect = lower value | 330,000 compounds, 0.18% hits | superoxide response (% of plate mean), % at 10 µM | AID 2690;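 active = superoxide response under a set limit, about three screen SD below normal, cut at about 65% in these data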;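 also: yeast aged for seven days with compound at 30 °C before DHE staining; 100% = average MFI of all compound-treated wells on the plate with controls excluded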
BCLXL inh: Bcl-xL (human) inhibition; Q07817; GST-Bcl-xL / FITC-Bim BH3 peptide fluorescence polarization; inhibition, % at 10.9 µM; 320,000 compounds, 0.7% hits; AID 2129;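 active = inhibition above the mean of all tested compounds plus 3 SD, cutoff set per campaign, cut at about 30% in these data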;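 also: 0% = DMSO wells and 100% = unlabeled Bim-BH3 peptide competitor; inhibitors lower millipolarization by displacing the labeled peptide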
Target sequence (Q07817 whole entry, looked up): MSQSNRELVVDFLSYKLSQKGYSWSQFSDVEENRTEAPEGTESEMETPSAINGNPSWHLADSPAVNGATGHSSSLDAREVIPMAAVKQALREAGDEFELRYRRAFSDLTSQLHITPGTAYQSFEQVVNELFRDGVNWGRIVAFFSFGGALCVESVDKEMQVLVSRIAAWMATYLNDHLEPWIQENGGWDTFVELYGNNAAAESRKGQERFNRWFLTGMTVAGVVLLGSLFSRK
MEX-5 binding: C. elegans MEX-5 TCR-2 RNA binding activity | Q9XUB2 | 300,000 compounds, 0.38% hits | activity score (negative = inhibition of binding), % at 10 µM | MEX-5/FITC-TCR2 RNA binding, fluorescence polarization; stronger effect = lower value | AID 1832;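 active = inhibition past about -25% in most replicates, and total fluorescence under double the plate's negative control median, limit read from the data; inconclusive = replicates evenly split on the limit, or fluorescence at least double controls; inactive = too little inhibition in most replicates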;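 also: 0% = DMSO and -100% = 5 µM competing unlabeled TCR2 RNA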
Target sequence (Q9XUB2 whole entry, looked up): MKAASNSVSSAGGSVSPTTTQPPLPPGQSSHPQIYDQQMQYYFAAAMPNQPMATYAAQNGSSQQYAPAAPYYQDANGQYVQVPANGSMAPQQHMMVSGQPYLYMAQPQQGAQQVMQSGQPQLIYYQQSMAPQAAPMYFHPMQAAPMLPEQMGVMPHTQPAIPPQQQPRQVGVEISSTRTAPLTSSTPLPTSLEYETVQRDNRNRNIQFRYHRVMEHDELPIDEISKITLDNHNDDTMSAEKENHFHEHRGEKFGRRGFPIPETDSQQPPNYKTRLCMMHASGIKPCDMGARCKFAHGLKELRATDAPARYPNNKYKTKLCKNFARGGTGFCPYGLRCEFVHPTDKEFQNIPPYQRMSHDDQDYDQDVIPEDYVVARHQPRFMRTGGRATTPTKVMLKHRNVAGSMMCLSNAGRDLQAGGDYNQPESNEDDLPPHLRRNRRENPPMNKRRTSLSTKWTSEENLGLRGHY
AGP1-GFP MLPCN: yeast TOR pathway AGP1-GFP modulation; AID 2066; GFP response vs DMSO, % at 10 µM; 320,000 compounds, 0.02% hits; S. cerevisiae AGP1-GFP multiplex flow cytometry, 3 h; GFP as percent of DMSO wells;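 active = GFP response relative to DMSO above a set limit, near screen average plus 3 SD, cut at about 150% in these data; inconclusive = fewer than 70 cells counted for the yeast strain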;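 also: median GFP channel fluorescence of the gated AGP1 strain per well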
* hit, by the source's call; ? = inconclusive; . = no result given; [ ] = dose if it differs, or a comment.

SMILES	VLA-4 inh	MCL1 BIM primary	CIT2-GFP yeast	GLD-1 RNA inh	GRK2 inh	Yeast superoxide	BCLXL inh	MEX-5 binding	AGP1-GFP MLPCN
CC(=O)NCCC(=O)Nc1cc(S(=O)(=O)N2CCOCC2)ccc1N1CCCC1	-4	-15	89	-4	1	93	-9	2.1	101
COc1cccc(CNC(=O)c2cccc(S(=O)(=O)N3CCN(C)CC3)c2)c1	5	-19	110	-2	0	93	-4	-2.1	102
Cc1ccc(S(=O)(=O)Nc2ccc(C(N)=O)cc2)cc1[N+](=O)[O-]	-2	4	106	-3	0	94	4	-1.2	102
O=C(CN1CCCC1)N1CCCc2ccccc21	5	3	99	-5	0	94	1	-3.2	93
N#CC1=C(N)Oc2cc3ccccc3cc2C1c1cccs1 (centres undefined)	4	12	.	-4	0	106	4	-4.5	101
CC(=NC(C)C)C1=C(O)CCC1=O	3	-6	106	1	0	99	-1	-1.5	109
O=C(O)CCSC(=S)N1CCOCC1	1	-2	98	2	0	96	1	0.3	103
O=C(NCCc1c[nH]c2ccccc12)C1CCC(Cn2c(=S)[nH]c3ccccc3c2=O)CC1 (centres undefined)	10	-6	95	8	1	111	-3	-3.2	101
COc1ccc(/C=C/C(=O)Nc2ccccc2C(=O)O)cc1	7	3	106	3	0	125	6	1.2	101
CCOc1cc(CNCCCN2CCOCC2)cc(Cl)c1OCC(=O)NC(C)(C)C	12	12	95	-3	0	96	6	2.4	98
Cc1ccnc(N2CCC(C(=O)Nc3ccc(Oc4ccccc4)cc3)CC2)n1	-3	-2	.	7	1	117	-1	-2.0	113
Cc1ccc(N(CC(=O)N/N=C/c2ccc(OC3CSC3)cc2)S(=O)(=O)c2ccccc2)cc1	14	8	99	1	3	109	5	2.4	104
CC(=O)Oc1cc2oc(=O)c3c(c2cc1Cl)CCC3	19	4	109	1	0	91	-3	-0.4	109
CCOc1ccc(-c2c(C#N)c(N)nc3sc(C(=O)c4ccccc4)c(N)c23)cc1	7	2	111	4	2	86	3	?	113
CCn1c(=N)n(CC(O)c2ccco2)c2ccccc21 (centres undefined)	7	12	?	3	0	109	16	-3.6	?
O=C(O)c1cc(Cl)c(Cl)cc1C(=O)N1CCCC1	-1	-12	111	1	0	96	-1	0.0	116
CCCCNc1ccc(S(=O)(=O)c2cccc([N+](=O)[O-])c2)cc1[N+](=O)[O-]	.	15	94	0	0	91	3	1.5	101
CCOC(=O)c1ccccc1NC(=O)COC(=O)C(CCSC)NC(=O)COc1ccccc1 (centres undefined)	4	-5	89	0	0	97	-3	0.4	97
O=C(Oc1ccc(-c2cnc3ccccc3n2)cc1)c1ccc(Br)o1	3	18	98	1	1	97	6	-0.7	95
CCOC(=O)C1CCCN(c2c(C(=O)c3ccccc3)cnc3ccc(OC)cc23)C1 (centres undefined)	-9	-6	100	5	0	102	1	-2.2	99

Taken from above:
MCL1 BIM primary result of `O=C(NCCc1c[nH]c2ccccc12)C1CCC(Cn2c(=S)[nH]c3ccccc3c2=O)CC1` (centres undefined) → -6
MCL1 BIM primary result of `CC(=NC(C)C)C1=C(O)CCC1=O` → -6

New compounds follow
SMILES	VLA-4 inh	MCL1 BIM primary	CIT2-GFP yeast	GLD-1 RNA inh	GRK2 inh	Yeast superoxide	BCLXL inh	MEX-5 binding	AGP1-GFP MLPCN
CCOC(=O)c1oc2ccccc2c1NC(=O)COc1cccc(OC)c1	5	0	100	7	1	107	3	-0.1	97
N#C/C(=C\c1c(Oc2ccc(Cl)cc2)nc2ccccn2c1=O)C(=O)NC1CCS(=O)(=O)C1 (centres undefined)	4	4	?	4	0	86	7	-4.9	15[may fluoresce violet]
COc1cccc(-c2nc(CS(=O)CC(=O)NCc3ccccc3)c(C)o2)c1 (centres undefined)	-3	2	104	0	0	100	4	1.8	102
CCOC(=O)c1cnc(-n2nc(C)cc2C)nc1NCc1ccccc1	-2	4	.	4	0	101	-1	-0.7	93
O=C(Nc1ccc(Cl)cn1)c1cc2ccccc2o1	4	-9	91	-4	0	102	-7	2.8	91
CC(CC(=O)Nc1ccc(S(=O)(=O)Nc2ncccn2)cc1)c1ccccc1 (centres undefined)	-6	1	97	5	0	97	2	1.0	98
O=C(O)C1CCCN1S(=O)(=O)c1cc(Cl)ccc1Cl (centres undefined)	-10	-6	95	-1	0	113	1	-0.5	100
COc1cc(/C=N/NC(=O)c2ccc(CSc3nncn3C)cc2)cc(OC)c1O	-3	13	94	0	2	112	4	-0.4	96
CC(C)OC(=O)/C(=C\C=C\c1ccccc1)NC(=O)c1ccccc1	19	7	97	0	0	110	5	-1.7	100
Cc1ccc(-c2c(C(=O)O)c3ccccc3[nH]c2=O)cc1	26	1	104	-1	4	94	1	-2.1	97
c1ccc(NC2=Nc3ccccc3CC2)cc1	11	1	95	6	0	96	-1	1.4	93
CN(C(=O)CCc1nc2ccccc2s1)c1ccccc1	-5	-1	91	6	0	97	0	0.5	94
COc1ccc(N/C=C2\C(=O)CCc3c2oc2cc(Cl)c(O)c(Cl)c32)cc1	-6	32	100	1	0	103	6	13	92
COc1cc(/C=C/CN2CCN(Cc3ccc(C)o3)C(CCO)C2)ccc1O (centres undefined)	5	3	81	3	0	93	2	-3.1	94
COc1ccc(NC(=O)NNC(=O)COc2ccc3cc(Br)ccc3c2)c(OC)c1	-11	5	121[may fluoresce green]	2	0	103	3	0.5	106[may fluoresce green]
CCCCN(C(=O)CSc1nnc(-c2ccco2)o1)c1c(N)n(Cc2ccccc2)c(=O)[nH]c1=O	-4	-7	116	0	1	99	-3	1.5	110
Cc1ccc(NC(=O)CCNS(=O)(=O)c2ccccc2)c(C(=O)c2ccccc2)c1	6	6	91	7	0	111	4	-0.1	96
O=C(CSCc1c(F)cccc1Cl)NCCc1ccccc1	-3	15	110	-1	4	101	8	-1.8	107
CCN(Cc1ccc(OC)c(F)c1)C(=O)CCl	-2	2	96	-1	1	96	9	0.6	103
CN1CCc2nc(NC(=O)c3cccc(OC(F)F)c3)sc2C1	8	-68	105	-54	1	100	-35	3.0	71
O=C(OCc1nnc(-c2ccc(Cl)cc2)o1)C12CC3CC(CC(O)(C3)C1)C2	-2	0	102	-5	0	116	7	2.3	93
CCOC(=O)c1c(S(=O)(=O)NCC(=O)Nc2ccc(C)cc2)c(C)n(C)c1C	0	1	103	0	3	119	-2	1.0	22
CN(C(=O)c1cccc(N2C(=O)C3CC=CCC3C2=O)c1)C1CCCCC1 (centres undefined)	8	6	103	5	0	93	7	-3.4	104
CC1CC(C)CN(C(=O)c2ccc(S(=O)(=O)N3CCCCC3)cc2)C1 (centres undefined)	-2	-7	92	-1	0	101	-7	-0.7	92
Cc1c(C(=O)O)nn(-c2cccc(C(F)(F)F)c2)c(=O)c1C#N	16	-2	105	4	2	101	-1	1.8	103
O=C(OCc1nc2ccccc2s1)c1cnccn1	2	1	105	-7	3	94	-3	2.4	107
NC(=O)c1ccccc1N/C=C1\CCCCC1=O	-3	7	106	0	8	117	0	-0.4	95
CC1=C(CCN2CCN(C(C)C)C(CCO)C2)C(C)(C)CCC1 (centres undefined)	11	1	.	-2	0	94	2	0.7	102
CCS(=O)CCSC(=N)N (centres undefined)	7	10	108	-3	3	109	6	1.3	107
CC(C)Cc1nc2oc3c(NCC(C)O)ncnc3c2c2c1CCCC2 (centres undefined)	-1	6	92	4	0	107	3	-0.1	95
Cc1ccccc1C(=O)Nc1ccc(N2CCCC2)cc1	4	7	94	6	0	87	15	-0.8	101
CSc1ccc(S(=O)(=O)NCC(=O)OCC(=O)NC2(C#N)CCCCC2)cc1[N+](=O)[O-]	0	-7	108	9	0	99	-5	-2.0	108
COc1ccccc1CNC1CCN(Cc2ccccc2)CC1	14	1	107	6	0	104	0	3.0	100
NC(=O)C1CCN(C(=O)c2cc3c(s2)CCCC3)CC1	-8	6	113	2	1	99	8	-1.4	98
COCC(=O)N(C)C[C@H]1N[C@@](Cc2ccccc2)(C(=O)OC)[C@H]2C(=O)N(Cc3ccccc3)C(=O)[C@@H]12	-14	.	87	3	3	101	.	.	87
CN1CCN(S(=O)(=O)c2cccc(C(=O)N(C)Cc3cccs3)c2)CC1	0	-1	95	2	0	111	3	.	95
CCCCN(C(=O)CSCC(=O)Nc1ccc(C)cc1)c1c(N)n(CC(C)C)c(=O)[nH]c1=O	9	-9	96	2	2	85	-3	.	99
Cc1cccc(OCC(=O)OCC(=O)c2c(N)n(C)c(=O)n(C)c2=O)c1	9	-22	100	-3	3	98	-6	0.7	105
O=C(Nc1cccc(C(F)(F)F)c1)C1CCCO1 (centres undefined)	-28	-6	100	3	0	105	4	1.1	101
COc1ccc(OC)c(Nc2nc(-c3sc(C)nc3C)cs2)c1	18	2	101	1	3	95	6	-0.3	97

A section from further up, for reference:
SMILES	VLA-4 inh	MCL1 BIM primary	CIT2-GFP yeast	GLD-1 RNA inh	GRK2 inh	Yeast superoxide	BCLXL inh	MEX-5 binding	AGP1-GFP MLPCN
O=C(OCc1nnc(-c2ccc(Cl)cc2)o1)C12CC3CC(CC(O)(C3)C1)C2	-2	0	102	-5	0	116	7	2.3	93
CCOC(=O)c1c(S(=O)(=O)NCC(=O)Nc2ccc(C)cc2)c(C)n(C)c1C	0	1	103	0	3	119	-2	1.0	22
CN(C(=O)c1cccc(N2C(=O)C3CC=CCC3C2=O)c1)C1CCCCC1 (centres undefined)	8	6	103	5	0	93	7	-3.4	104
CC1CC(C)CN(C(=O)c2ccc(S(=O)(=O)N3CCCCC3)cc2)C1 (centres undefined)	-2	-7	92	-1	0	101	-7	-0.7	92
Cc1c(C(=O)O)nn(-c2cccc(C(F)(F)F)c2)c(=O)c1C#N	16	-2	105	4	2	101	-1	1.8	103
O=C(OCc1nc2ccccc2s1)c1cnccn1	2	1	105	-7	3	94	-3	2.4	107
NC(=O)c1ccccc1N/C=C1\CCCCC1=O	-3	7	106	0	8	117	0	-0.4	95
CC1=C(CCN2CCN(C(C)C)C(CCO)C2)C(C)(C)CCC1 (centres undefined)	11	1	.	-2	0	94	2	0.7	102
CCS(=O)CCSC(=N)N (centres undefined)	7	10	108	-3	3	109	6	1.3	107
CC(C)Cc1nc2oc3c(NCC(C)O)ncnc3c2c2c1CCCC2 (centres undefined)	-1	6	92	4	0	107	3	-0.1	95

Next section
SMILES	VLA-4 inh	MCL1 BIM primary	CIT2-GFP yeast	GLD-1 RNA inh	GRK2 inh	Yeast superoxide	BCLXL inh	MEX-5 binding	AGP1-GFP MLPCN
CC[N+](CC)(CC)CCOc1cccc(OCC[N+](CC)(CC)CC)c1OCC[N+](CC)(CC)CC	1	-11	82	5	3	105	-8	.	90
Nc1ccn(Cc2cccc(Cl)c2)n1	3	-4	110	1	0	102	0	3.7	109
CCc1ccc2nc(NC(=O)C3CSC4(C)CCC(=O)N34)sc2c1 (centres undefined)	11	-3	96	8	6	95	1	-3.4	102
CC(C)OC(=O)c1nn2c(C(F)(F)F)cc(-c3ccc(Br)o3)nc2c1Br	0	6	107	7	0	122	6	?	.
